Assay outcomes deposited in PubChem BioAssay by The Scripps Research Institute Molecular Screening Center.
TEAD-YAP block: TEAD-YAP interaction inhibition | HEK-TIYL cells, TEAD-Gal4/YAP UAS-luciferase luminescence | inhibition, % at 9.12 µM | actives 1.4% (n = 640,000) | AID 1259422; in the data active = inhibition above about 32%;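 also: 0% = median of test compound wells and 100% = reference inhibitor wells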
GPR151 activ: human GPR151 activation; AID 1508602; PathHunter beta-arrestin GPR151 cells, luminescence; activation, % at 11.2 µM; actives 1% (n = 650,000); in the data active = activation above about 4.9%;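 also: 0% = median of compound wells and 100% = cells with positive control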
Target sequence (Q8TDV0 whole entry, looked up): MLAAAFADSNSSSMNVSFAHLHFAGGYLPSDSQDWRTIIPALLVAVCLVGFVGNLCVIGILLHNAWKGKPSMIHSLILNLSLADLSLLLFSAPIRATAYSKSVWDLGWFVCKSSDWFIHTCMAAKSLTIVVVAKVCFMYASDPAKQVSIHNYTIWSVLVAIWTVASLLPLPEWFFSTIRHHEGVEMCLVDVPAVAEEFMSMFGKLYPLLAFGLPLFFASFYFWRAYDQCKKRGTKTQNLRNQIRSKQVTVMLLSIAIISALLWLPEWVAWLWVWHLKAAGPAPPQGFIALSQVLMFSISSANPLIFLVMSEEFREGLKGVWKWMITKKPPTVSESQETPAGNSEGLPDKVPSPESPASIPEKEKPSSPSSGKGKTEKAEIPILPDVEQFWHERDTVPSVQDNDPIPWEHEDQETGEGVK
FBW7 act: activators of human E3 ligase FBW7; AlphaScreen FBW7–phospho-cyclin E peptide binding, activator screen; actives 0.13% (n = 650,000); normalized activity (activation), % at 26.1 µM; Q969H0; in the data active = normalized activity above about 1.9%;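 also: purified mutant Fbw7 with reduced substrate affinity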
MITF inh: human MITF inhibition, primary screen. O75030. AlphaScreen MITF homodimerization, bead proximity signal. inhibition, % at 2.6 µM. actives 0.91% (n = 650,000). AID 1259374; in the data active = inhibition above about 50%;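 also: 0% = vehicle wells with protein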
Target sequence (O75030 whole entry, looked up): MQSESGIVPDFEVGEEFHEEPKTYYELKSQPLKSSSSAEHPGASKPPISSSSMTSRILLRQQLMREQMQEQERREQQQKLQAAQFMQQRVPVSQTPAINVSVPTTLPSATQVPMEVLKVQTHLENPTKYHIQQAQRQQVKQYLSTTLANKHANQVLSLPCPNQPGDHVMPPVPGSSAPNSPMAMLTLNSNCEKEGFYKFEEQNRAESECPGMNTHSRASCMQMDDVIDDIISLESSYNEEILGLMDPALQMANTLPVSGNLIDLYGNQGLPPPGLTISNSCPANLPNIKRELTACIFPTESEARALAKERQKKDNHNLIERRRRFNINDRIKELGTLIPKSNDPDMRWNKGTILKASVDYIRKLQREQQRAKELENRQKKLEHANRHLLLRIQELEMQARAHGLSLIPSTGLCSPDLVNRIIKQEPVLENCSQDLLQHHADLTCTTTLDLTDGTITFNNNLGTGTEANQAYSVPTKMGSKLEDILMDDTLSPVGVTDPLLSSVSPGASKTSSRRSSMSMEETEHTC
Starred values were filed as active, the others as inactive; & = joins results of further samples.

Start of the data: the first 4 records, ahead of the listing:
SMILES	TEAD-YAP block	GPR151 activ	FBW7 act	MITF inh
CCOc1ccc(OCCCC(=O)Nc2ccc(F)c(F)c2F)cc1	5	0.7	0.3	14
COc1ccc(-c2cc3n(c2)CCn2c(C)ccc2-3)cc1	-12	-0.9	1.0	16
CN(C)CCCOc1ccc(OCc2ccccc2)cc1	-19	0.3	0.0	31
O=C(N/N=C/c1ccccn1)/C(=C/c1ccc([N+](=O)[O-])cc1)NC(=O)c1ccccc1	-1	1.7	-0.8	9

Results (from the top)
SMILES	TEAD-YAP block	GPR151 activ	FBW7 act	MITF inh
CCOc1ccc(OCCCC(=O)Nc2ccc(F)c(F)c2F)cc1	5	0.7	0.3	14
COc1ccc(-c2cc3n(c2)CCn2c(C)ccc2-3)cc1	-12	-0.9	1.0	16
CN(C)CCCOc1ccc(OCc2ccccc2)cc1	-19	0.3	0.0	31
O=C(N/N=C/c1ccccn1)/C(=C/c1ccc([N+](=O)[O-])cc1)NC(=O)c1ccccc1	-1	1.7	-0.8	9
O=c1ccc(=O)n(-c2ccccc2Cl)[nH]1	1	-0.8	0.0	-1
COC(=O)N[C@H]1C[C@H]2C(=O)N[C@@H](CO)C(=O)N2C1	0	0.8	0.0	-3
Cc1ccc(Sc2cc(C(=O)NCc3ccccc3Cl)c3ccccc3n2)cc1	-13	-0.5	0.1	12
Cc1nnc2sc(SCc3ccccc3F)nn2c1=O	-4	0.9	0.0	4
CC(=O)Nc1c2c(nn1C(C)(C)C)CS(=O)(=O)C2	2	0.3	-0.1	9
CCOC(=O)CN(Cc1ccc(F)cc1)S(=O)(=O)c1cccc(Cl)c1	14	-1.3	0.1	4
COc1ccc(OCCC(=O)c2ccc(OC)c(OC)c2)cc1	7	-0.5	-0.1	16
O=C(CSc1nc2cc(Cl)ccc2s1)NCCc1ccccc1	-3	0.5	-0.1	-11
CC(NC(=O)c1ncoc1-c1ccc2ccccc2c1)c1cccnc1 (stereo not drawn)	-43	-0.5	0.0	-17
Cc1ccc(/C=C/C(=O)Nc2cc3cc([N+](=O)[O-])ccc3oc2=O)cc1	-6	-0.4	0.2	13
Cc1cc(CNC(=O)CN2CCOCC2)cc(C)c1O	-10	-0.4	0.1	-4
CC(=O)c1ccc(NC(=O)CSc2nc3ccccc3n2CC(=O)N2CCCC2)cc1	-42	-1.5	0.7	12
CCOC(=O)c1cnc2cc(C(F)(F)F)ccc2c1N(C)Cc1ccccc1	-3	-0.1	-0.2	-7
Cc1occc1C(=O)NCCc1cccc(Cl)c1	-44	-1.1	-0.1	9
CCC(=O)Nc1cccc(-c2cn3ccc(C)cc3n2)c1	-49	-3.4	-0.1	-2
Cc1cc(NCCN2CCOCC2)nc(NCc2cccnc2)n1	4	-0.7	0.3	12
N=C1S/C(=C\c2ccc(-c3ccc(Cl)cc3Cl)o2)C(=O)N1c1ccc(OC(F)(F)F)cc1	3	0.5	-0.1	-17
N#C/C(=C/c1ccc2c(c1)OCO2)c1nn(CCO)c(N)c1C#N	-46	0.4	0.1	5
Cc1ccc(/C=C(\C#N)c2nc(-c3ccc(C)cc3)cs2)cc1	-3	-1.4	0.2	18
CCc1ccc(C2C(C#N)=C(N)N(c3cccc(Cl)c3)C3=C2C(=O)CCC3)s1 (stereo not drawn)	-12	0.6	0.2	11
NC(=O)c1c(NC(=O)c2ccc(S(=O)(=O)N3CCCCC3)cc2)sc2c1CCCCC2	2	0.5	0.2	8
Cc1ccc(SCC(=O)Nc2sc(C)c(C)c2C#N)cc1	-6	-1.8	-0.1	-9
COc1ccc(Cl)cc1-c1ccc(C(c2c(C)[nH][nH]c2=O)c2c(C)[nH][nH]c2=O)o1	-4	-0.9	-0.9	7
O=C(Nc1ccc([N+](=O)[O-])cc1)Nc1ccc2nc(-c3ccccc3)c(-c3ccccc3)nc2c1	-3	1.3	0.0	1
CCCn1c(SCC(=O)NC(C)c2ccccc2)n[nH]c1=O (stereo not drawn)	1	0.9	0.0	4
O=C(CCCN1C(=O)c2ccccc2C1=O)NCc1nc(-c2ccc(Cl)cc2)no1	1	0.8	0.1	8
CC(=O)Nc1ccc(NC(=O)c2noc3c2COc2ccc(C)cc2-3)cn1	-2	0.2	0.0	-1
Cc1ccc(NC(=O)C2CCCC2)c(Br)c1	-6	-0.1	0.1	-17
CC(=O)c1cc(-c2ccc(F)cc2)n(CCC(=O)Nc2ccc3c(c2)OCCO3)c1C	9	-0.8	-0.3	4
O=C(CCCOc1ccc(Cl)cc1Cl)Nc1ccc(S(=O)(=O)N2CCCCC2)cc1	0	0.9	0.0	5
Cc1ccc(N=C2NC(=O)/C(=C\c3cc(C)n(-c4cccc([N+](=O)[O-])c4)c3C)S2)cc1	16	1.1	-0.1	7
COCC(=O)Oc1c(Sc2ccc(C)cc2)c(C)nn1-c1ccccc1	4	-2.3	-0.8	6
O=C(CN1C(=O)c2ccccc2C1=O)Nc1ccc(F)c(F)c1	9	3.2	0.1	0
O=C(Cc1ccccc1)Nc1ccc(S(=O)(=O)N2CCCCC2)cc1	7	-0.5	-0.1	6
CC(C)(C)C(=O)CSc1nnc(Nc2ccccc2F)s1	-28	0.6	0.0	3
CCOCCCNC(=O)CN1CCN(Cc2ccc(Cl)cc2)C1=O	-2	-1.1	0.0	-8

An excerpt from above in order of molecular weight, rising.
SMILES	TEAD-YAP block	GPR151 activ	FBW7 act	MITF inh
COC(=O)N[C@H]1C[C@H]2C(=O)N[C@@H](CO)C(=O)N2C1	0	0.8	0.0	-3
O=C(Cc1ccccc1)Nc1ccc(S(=O)(=O)N2CCCCC2)cc1	7	-0.5	-0.1	6
CC(=O)Nc1ccc(NC(=O)c2noc3c2COc2ccc(C)cc2-3)cn1	-2	0.2	0.0	-1
CC(=O)c1cc(-c2ccc(F)cc2)n(CCC(=O)Nc2ccc3c(c2)OCCO3)c1C	9	-0.8	-0.3	4

Next part
SMILES	TEAD-YAP block	GPR151 activ	FBW7 act	MITF inh
COc1ccc(C2C(=O)c3ccccc3C2=O)cc1OC	3	0.2	-0.1	7
O=C(Nc1nc(-c2cc3ccccc3oc2=O)cs1)c1ccc(Cl)cc1Cl	-1	2.2	0.3	13
CCOC(=O)CC1OC(=O)c2cc3c(cc21)C(=O)OC3CC(=O)OCC (stereo not drawn)	6	-0.5	0.1	-4
Cc1nc(NC(=O)CCCC(=O)Nc2nc(C)c(C)s2)sc1C	4	-0.3	0.1	12
COc1ccc(C(=O)Nc2ccc(NC(=O)c3ccc(OC)cc3)cc2)cc1	-4	-1.0	-0.1	-8
CCc1nnc(NS(=O)(=O)c2ccc(NC(=O)c3nc4ccccc4s3)cc2)s1	5	-2.3	-0.1	-2
COc1ccc(C2NC(=O)NC(C)=C2C(=O)Nc2cccc(C)c2C)cc1OC (stereo not drawn)	9	-0.3	0.0	3
COC1=C(O)C(=O)c2c(cc3oc(C(C)=O)c(O)c3c2O)C1=O	2	-1.3	-0.1	76*
Cc1ccc(/C=N/N=C2\NC(=O)C(CC(=O)Nc3ccc(C)cc3)S2)cc1 (stereo not drawn)	7	-0.2	-0.1	0
CSCC(=O)NCC1Cc2cc(-c3ccsc3)cc(Cl)c2O1 (stereo not drawn)	3	1.2	-0.2	12
CCc1ccc(NC(=O)CSc2nc3cc(C(=O)NCC4CCCO4)ccc3c(=O)n2Cc2ccco2)cc1 (stereo not drawn)	11	-0.6	0.2	22
CCOC(=O)CN(c1cccc(C)c1)S(=O)(=O)c1ccc(C)cc1	6	1.3	0.0	-11
Cc1cc(I)ccc1NC(=O)CC1Nc2ccccc2NC1=O (stereo not drawn)	3	0.5	0.1	9
CC1CCCCC1NC(=O)COC(=O)C(C)N1C(=O)c2ccccc2C1=O (stereo not drawn)	0	-0.5	0.0	0
CC(O)CSc1nc2c(c(=O)[nH]c(=O)n2C)n1C(C)C (stereo not drawn)	-20	1.3	0.2	11
Cc1ccc(NC(=O)C2CCC(=O)N2C(=O)OCc2ccccc2)cc1 (stereo not drawn)	4	1.1	-0.1	2
COc1ccc(/C=N/Nc2nnc(C)n2N)cc1	-1	-1.8	-0.3	18
CCCNC(=O)c1ccc(CN(c2ccccc2)S(C)(=O)=O)cc1	-4	-2.8	0.3	-12
CN(CC(COc1ccccc1)OC(=O)c1cccc2ccccc12)C1=NS(=O)(=O)c2ccccc21 (stereo not drawn)	-2	0.6	0.1	14
N#C/C(=N\Nc1cccc(F)c1)C(=N)N1CCCCCC1	-46	-0.6	0.8	9

Rewritten as a markdown table: part of the list above.
| canonical_smiles | TEAD-YAP block | GPR151 activ | FBW7 act | MITF inh |
| --- | --- | --- | --- | --- |
| Cc1ccc(NC(=O)C2CCC(=O)N2C(=O)OCc2ccccc2)cc1 (stereo not drawn) | 4 | 1.1 | -0.1 | 2 |
| COc1ccc(/C=N/Nc2nnc(C)n2N)cc1 | -1 | -1.8 | -0.3 | 18 |

(next part)
SMILES	TEAD-YAP block	GPR151 activ	FBW7 act	MITF inh
Cc1cccc(-n2nnc(C(=O)NCc3ccccn3)c2N)c1	-8	0.1	0.1	-4
N#C/C(=C\c1ccsc1)C(=O)NC1CCCCC1	-49	-0.5	-0.1	-13
O=C(O)C(Cc1ccccc1)NS(=O)(=O)c1cccc2nsnc12 (stereo not drawn)	-6	0.6	0.1	1
O=C(Nc1nc2c(s1)C(=O)CC(c1ccccc1)C2)c1ccc(F)cc1 (stereo not drawn)	10	1.2	0.1	10
C=CCn1c(SCC(=O)Nc2ccccc2)nnc1-c1ccccc1O	33*	-0.6	-0.2	-4
O=C(NCC1CCCO1)c1nc2c(nnn2Cc2ccccc2Cl)c(=O)[nH]1 (stereo not drawn)	-3	-0.4	0.0	6
COCC(=O)Nc1ccc(OCc2ccccc2)cc1	-26	-3.3	0.2	-4
COc1ccc(F)cc1S(=O)(=O)N1CCN(Cc2nc(-c3ccccc3)cs2)CC1	9	-0.9	0.0	-7
COc1ccccc1C(NC(C)=O)c1ccc2cccnc2c1O (stereo not drawn)	33*	-1.8	-1.8	57*
Cc1cc(OCC(O)CNC(C)(C)C)cc(C)c1Cl (stereo not drawn)	12	1.1	0.0	3
CCCC12CN3CC(CCC)(CN(C1)C3c1cc(Br)ccc1O)C2=O (stereo not drawn)	-6	1.3	0.0	-2
COc1ccccc1N1CCN(S(=O)(=O)c2cc(Br)c(Br)s2)CC1	-5	-0.5	-0.1	2
COc1cccc(CN2CCN(Cc3ccccc3C)CC2)c1OC	-3	-0.7	-0.5	77*
O=C(O)CCC(=O)Nc1ccccc1Cl	-3	0.0	0.4	14
O=C(c1cc(Nc2ccc3[nH]ncc3c2)ccn1)N1CCCC(O)C1 (stereo not drawn)	4	-1.3	0.8	-1
CCCOc1ccc(-c2nc(C#N)c(NCc3ccco3)o2)cc1	-2	1.0	-0.1	-5
CCOC(=O)c1ccccc1NC(=O)c1sc2ncn(CC(=O)N3CCC(C)CC3)c(=O)c2c1C	-8	0.8	0.2	7
O=C(c1nn2c(c1Cl)NC(c1ccc(Br)cc1)CC2C(F)(F)F)N1CCOCC1 (stereo not drawn)	12	-1.3	0.3	1
C[C@H]1O[C@@H](O[C@H]2[C@@H](O)C[C@H](O[C@H]3[C@@H](O)C[C@H](O[C@H]4CC[C@]5(C)C6CC[C@]7(C)[C@@H](C8=CC(=O)OC8)CC[C@]7(O)C6CC[C@@H]5C4)O[C@@H]3C)O[C@@H]2C)C[C@H](O)[C@@H]1O (stereo partly drawn)	99*	4.3&-0.8	0.3&0.1	24&-3
CCOC(=O)c1cnc2cc(Cl)c(OC)cc2c1Nc1cc(C)c(Cl)cc1OC	-4	-0.2	-0.2	1

Random excerpt: 5 entries already listed
SMILES	TEAD-YAP block	GPR151 activ	FBW7 act	MITF inh
N#C/C(=C\c1ccsc1)C(=O)NC1CCCCC1	-49	-0.5	-0.1	-13
O=C(c1nn2c(c1Cl)NC(c1ccc(Br)cc1)CC2C(F)(F)F)N1CCOCC1 (stereo not drawn)	12	-1.3	0.3	1
COc1ccccc1N1CCN(S(=O)(=O)c2cc(Br)c(Br)s2)CC1	-5	-0.5	-0.1	2
CCCC12CN3CC(CCC)(CN(C1)C3c1cc(Br)ccc1O)C2=O (stereo not drawn)	-6	1.3	0.0	-2
CCCOc1ccc(-c2nc(C#N)c(NCc3ccco3)o2)cc1	-2	1.0	-0.1	-5

Following part.
SMILES	TEAD-YAP block	GPR151 activ	FBW7 act	MITF inh
CCCNC(=O)N1CCN(c2ccccc2Cl)CC1	-1	-1.7	-0.2	-4
N#Cc1ccc(S(=O)(=O)CC(=O)OCC(=O)c2ccc(Br)cc2)cc1C#N	4	-0.8	0.6	13
C(=N\Nc1nc(-c2cccs2)cs1)/c1ccc2ncccc2c1	-2	-1.3	0.0	-4
O=C(Cc1cccs1)Nc1cccc(Cl)c1	-11	0.1	0.2	-6
CN(C)CCNC(=O)Cc1c(C(=O)O)n(C)c2ccccc12	1	0.8	-0.1	-2
Cc1ccc2nc(SCC(=O)Nc3nnc(SCC(N)=O)s3)[nH]c2c1	-4	0.6	-0.2	17
CCOc1cc(C)cc2oc(=O)cc(CC)c12	4	0.5	0.1	19
O=C1/C(=C/c2ccc(-c3ccc([N+](=O)[O-])cc3)o2)C=C(c2ccccc2)N1c1cccc(Br)c1	6	1.1	-0.1	0
CCOC(=O)CSc1nnc(NC(=O)c2c(-c3ccccc3Cl)noc2C)s1	2	-0.6	-0.1	12
CCOC(=O)c1cc(C(=O)NN)c(=O)[nH]c1C	1	-1.0	0.2	19
C/C(=N\NC(=O)COc1ccc(C)cc1C)c1ccc(Br)s1	-2	2.6	-0.2	-4
COC(CN(C)c1ccc(-c2cccc(C(C)=O)c2)cn1)OC	-10	1.0	-0.3	9
Cc1cc(S(=O)(=O)N2CCN(c3ncccn3)CC2)ccc1-n1cnnn1	10	-0.4	1.2	-3
O=C(c1cnccn1)N1CCN(Cc2csc(-c3ccccc3)n2)CC1	-4	-0.3	-0.1	-6
COc1cc2[nH]c(=O)n(CCCCCC(=O)NCCC(C)C)c(=O)c2cc1OC	7	2.2	0.1	-5
